# TbREL1 primary – TbREL1 RNA ligase inhibitors, primary screen, biochemical, FRET fluorescence; TbREL1 RNA ligation; inhibition, % at 9.66 µM; AID 1117264, 2014; actives 0.49% (n = 89,000); RNA-editing ligase 1, mitochondrial (Trypanosoma brucei brucei), P86926;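 active = inhibition above the mean inhibition across all screened compounds plus 3 SD, cut at about 11% in these data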;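 also: 0% = plate median of test wells and 100% = NSC42067 control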
# Target sequence (P86926 whole entry, looked up): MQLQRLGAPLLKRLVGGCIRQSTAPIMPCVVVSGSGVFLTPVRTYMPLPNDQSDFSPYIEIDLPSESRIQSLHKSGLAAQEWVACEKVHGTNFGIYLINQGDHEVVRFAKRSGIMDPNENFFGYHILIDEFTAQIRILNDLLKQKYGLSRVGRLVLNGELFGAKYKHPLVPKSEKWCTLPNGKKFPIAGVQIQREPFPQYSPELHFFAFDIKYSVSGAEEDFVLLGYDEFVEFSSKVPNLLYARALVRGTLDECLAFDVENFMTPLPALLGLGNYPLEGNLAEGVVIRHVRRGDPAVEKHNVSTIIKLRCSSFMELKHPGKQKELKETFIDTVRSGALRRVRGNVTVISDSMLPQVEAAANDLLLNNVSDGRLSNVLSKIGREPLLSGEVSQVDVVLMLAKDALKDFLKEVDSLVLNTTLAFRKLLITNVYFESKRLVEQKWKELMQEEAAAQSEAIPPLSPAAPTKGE
# * marks the source's active call; other numbers are inactive results. Some of the compounds tested; the hit share may differ from the screen's.
TbREL1 primary	Structure
-3	COC(C[C@H]1O[C@H]1C(=O)[C@H](C)OCc1ccccc1)OC
-2	CCOC(=O)C1(Cc2cccc(Cl)c2)CCCN(C(=O)c2cc(C)[nH]n2)C1 (stereo not drawn)
2	CN(CC(CC(=O)Nc1nncs1)c1ccccc1)S(=O)(=O)c1ccc(Br)cc1 (stereo not drawn)
0	COc1cccc(CNC(=O)CCS(=O)(=O)Cc2ccc(C)cc2)c1
1	CCc1ccc(NC(=O)Cn2ccn(-c3cccc(Cl)c3)c(=O)c2=O)cc1
-1	Cn1c(SCC(=O)c2ccc3c(c2)OCCO3)nnc1C1CC1
1	CSc1ncccc1C(=O)OCC(=O)N1CCN(S(=O)(=O)c2ccc(C)cc2C)CC1
-8	CC(=O)C1=C(C)N(Cc2ccc(F)cc2)C(=S)NC1c1ccc(Cl)cc1 (stereo not drawn)
0	CCOC(=O)c1c(C)[nH]c(C(=O)NCc2ccccn2)c1C
-2	Cc1cccc(-c2nnc(SCC(=O)Nc3ccc(OCc4ccccc4)cc3)n2Cc2ccco2)c1

TbREL1 primary	Structure
-7	OCCN(C=NC1=NN(c2cccc(C(F)(F)F)c2)CC1)CCO
4	COc1ccc(-c2nnc(OCc3nc4ccccc4n3C)c3ccccc23)cc1
4	Cc1ccc(-n2ncc3c(=O)[nH]c(SCC(=O)N4CCCc5ccccc54)nc32)cc1
-1	O=C(N[C@H](Cc1ccccc1)C(=O)NCC1CCCO1)[C@H]1O[C@@H](n2ccc(=O)[nH]c2=O)[C@H](O)[C@@H]1O (stereo partly drawn)
-3	CCc1ccc(Cn2nnc(C(=O)NCc3ccccc3OC)c2N)cc1
-2	COC(=O)[C@]12CCCCC=C1N(Cc1cccc3ccccc13)C(=O)[C@H](CC(=O)NCc1ccc(OC)c(OC)c1)C2
4	NC(Cc1ccc(Cl)cc1)c1csc(Nc2cc(NCCCO)ncn2)n1 (stereo not drawn)
-1	CCCNC(=O)NC(=O)COC(=O)CNS(=O)(=O)/C=C/c1ccccc1
2	CC(=O)C1=C(O)C(=O)N(c2cccnc2)C1c1ccc(Cl)cc1 (stereo not drawn)
3	CCC1(c2ccc(F)cc2)NC(=O)N(CC(=O)N(CCC#N)c2ccccc2)C1=O (stereo not drawn)

TbREL1 primary	Structure
-1	CC(OC(=O)c1ccc2c(=O)n3c(nc2c1)CCC3)C(=O)Nc1ccc(C(N)=O)cc1 (stereo not drawn)
2	CCOC(=O)c1c(C)n(C)c2ccc(OC(C)C(=O)OC)cc12 (stereo not drawn)
-2	CCCNC(=O)C(Cc1cccc(Cl)c1)NC(=O)c1ccccc1 (stereo not drawn)
-3	COC(=O)NNC1=CC(=O)CC(C)(C)C1
5	COc1ccc(-c2cc(C(=O)N(C)CC(=O)Nc3cccc(F)c3)c3ccccc3n2)cc1
3	CCOC(=O)N1C2=NC(C(=O)OC)=C(C(=O)OC)[C@@H]3Nc4ccccc4[C@]23C[C@H]1C(=O)OC
-4	N#CC1=CN(Cc2ccccc2)C=C(/C=N/Nc2ccccc2)C1
-3	COc1ccccc1NC1C=CS(=O)(=O)C1 (stereo not drawn)
-1	CCc1ccc(NC(=O)COC(=O)c2nc3nc(C)cc(C)n3n2)cc1
3	COc1cc(NC(=O)c2ccccc2)cc(OC)c1

TbREL1 primary	Structure
-6	O=C1OC(c2ccccc2)Cc2cc(C(=O)N3CCN(c4ccc(F)cc4)CC3)ccc21 (stereo not drawn)
0	CC1CCCN(C(=O)c2ccc([N+](=O)[O-])o2)C1 (stereo not drawn)
-5	CCOC(=O)[C@@]12CCC3=C1N(CCC3)C(=O)[C@H](CC(=O)NCC1CCCCC1)C2
3	CC1(c2nnc(-c3ccc(F)cc3)o2)CC(c2cccc(Cl)c2)=NO1 (stereo not drawn)
-2	COc1ccc(OC)c2[nH]c(=O)c(CCNC(=O)C(C)(C)C)cc12
-2	O=C(c1cccc(S(=O)(=O)NCc2ccccc2)c1)N1CCCC(C(F)(F)F)C1 (stereo not drawn)
2	Cc1ccc(S(=O)(=O)N/N=C/c2ccc(OCC(=O)N3CCOCC3)cc2)cc1
5	Cc1ccccc1-c1cc(C(=O)NCc2ccco2)n(CC2CC(c3cccnc3)=NO2)n1 (stereo not drawn)
2	COc1cccc(C(=O)NNC(=O)C(=O)Nc2cccc3ccccc23)c1
1	C(=C\c1ccccc1)/CN1CCN(C(c2cccs2)c2nnnn2-c2ccc3c(c2)OCCO3)CC1 (stereo not drawn)

# Exported with bars between the fields: 16 of the compounds above.
Structure | TbREL1 primary
CCOC(=O)c1c(C)n(C)c2ccc(OC(C)C(=O)OC)cc12 (stereo not drawn) | 2
CCCNC(=O)C(Cc1cccc(Cl)c1)NC(=O)c1ccccc1 (stereo not drawn) | -2
COC(=O)NNC1=CC(=O)CC(C)(C)C1 | -3
COc1ccc(-c2cc(C(=O)N(C)CC(=O)Nc3cccc(F)c3)c3ccccc3n2)cc1 | 5
CCOC(=O)N1C2=NC(C(=O)OC)=C(C(=O)OC)[C@@H]3Nc4ccccc4[C@]23C[C@H]1C(=O)OC | 3
N#CC1=CN(Cc2ccccc2)C=C(/C=N/Nc2ccccc2)C1 | -4
COc1ccccc1NC1C=CS(=O)(=O)C1 (stereo not drawn) | -3
CCc1ccc(NC(=O)COC(=O)c2nc3nc(C)cc(C)n3n2)cc1 | -1
COc1cc(NC(=O)c2ccccc2)cc(OC)c1 | 3
O=C1OC(c2ccccc2)Cc2cc(C(=O)N3CCN(c4ccc(F)cc4)CC3)ccc21 (stereo not drawn) | -6
CC1CCCN(C(=O)c2ccc([N+](=O)[O-])o2)C1 (stereo not drawn) | 0
CCOC(=O)[C@@]12CCC3=C1N(CCC3)C(=O)[C@H](CC(=O)NCC1CCCCC1)C2 | -5
CC1(c2nnc(-c3ccc(F)cc3)o2)CC(c2cccc(Cl)c2)=NO1 (stereo not drawn) | 3
COc1ccc(OC)c2[nH]c(=O)c(CCNC(=O)C(C)(C)C)cc12 | -2
O=C(c1cccc(S(=O)(=O)NCc2ccccc2)c1)N1CCCC(C(F)(F)F)C1 (stereo not drawn) | -2
Cc1ccc(S(=O)(=O)N/N=C/c2ccc(OCC(=O)N3CCOCC3)cc2)cc1 | 2

# (listing goes on)
TbREL1 primary	Structure
-5	Cc1c(NC(=O)c2ncn[nH]2)cccc1-c1nc2ccccc2s1
-1	COc1ccc(C(=O)C(C)OC(=O)CCN2C(=O)C3CC=CCC3C2=O)cc1 (stereo not drawn)
3	O=C(CCc1ccccc1)N/N=C\c1cc2c(cc1Br)OCO2
-1	Cc1ccc2occ(CN3CCN(c4ccccc4)CC3)c(=O)c2c1
2	COc1ccc(C2/C=C\CN(CC(C)C)CC(=O)N2Cc2cccc(F)c2)cc1 (stereo not drawn)
7	Cc1ccc2nc(N(CCCN(C)C)C(=O)CS(=O)(=O)c3ccccc3)sc2c1
4	Cc1ccccc1NC(=O)c1ccc(C)c(S(=O)(=O)Nc2cccnc2)c1
0	CC(C)N(C(=O)Cn1cc(S(=O)(=O)CC(=O)NC2CCCCC2)c2ccccc21)C(C)C
-4	Cc1cc(C(=O)Nc2ccc(OCc3ccccc3)cc2)c(C)o1
-3	COc1ccc(NC(=S)NCCCN2CCCC2)cc1

TbREL1 primary	Structure
-1	Clc1ccc(C2Nc3ccccc3-n3cccc32)cc1 (stereo not drawn)
2	COCCN(C(=O)COC(=O)/C=C/c1ccc2c(c1)OCO2)c1c(N)n(Cc2ccccc2)c(=O)[nH]c1=O
-2	CCOC(=O)[C@H]1[C@H]2COc3ccc(Br)cc3[C@@H]2N2C(=O)c3cc(F)c(F)cc3NC(=O)[C@@]12C
-2	COc1ccc(C)cc1NS(=O)(=O)c1ccc(NC(=O)CN(c2cc([N+](=O)[O-])ccc2C)S(C)(=O)=O)cc1
-2	CCOc1ccc(OCC)c(NC(=O)C2CCN(S(=O)(=O)c3c(C)noc3C)CC2)c1
-2	Cc1ccc2c(c1)CCCN2S(=O)(=O)c1cccc(C(=O)Nc2ccccc2C(=O)O)c1
-1	CC(=O)Nc1c(C)ccc(CNC(=O)COc2cc(C)ccc2C)c1C
1	CCOC(=O)C1CN(c2cc3c(cc2F)c(=O)c(C(=O)O)cn3CC)OC1C(=O)OCC (stereo not drawn)
4	CCOc1ncccc1C(=O)OCC(=O)Nc1nnc(-c2ccccc2)o1
3	CCNC(=O)COC(=O)CCNC(=O)c1ccc(Cl)cc1

TbREL1 primary	Structure
-1	O=S(=O)(NCCSCc1ccc(Cl)c(Cl)c1)c1ccc2c(c1)OCCO2
3	CC(C)(C)c1ccc2cc(F)cc(F)c2n1
0	COc1ccc(N2CCN(S(=O)(=O)c3ccc(Cl)c(C(F)(F)F)c3)CC2)cc1
-2	Cn1c(N)c(N=Cc2ccccc2)c(=O)n(C)c1=O
-9	Cc1ccc(NC(=S)NNC(=O)CSc2nnc(SCc3cccc4ccccc34)s2)cc1
2	COc1ccc(CCNC(=O)C2CCN(S(=O)(=O)N3CCCCC3)CC2)cc1OC
2	COc1cccc(-c2nc3nc(C)cc(C)n3c2NC2CCCC2)c1
4	CC1(C(=O)Nc2ccc3c(c2)OCCO3)CC1(Cl)Cl (stereo not drawn)
2	O=C(Nc1ccccc1Cl)c1csc(-c2cccnc2)n1
4	O=C1NC(Cc2ccccc2)c2nc3ccc(Cl)cc3c(=O)n2-c2cc(Cl)ccc21 (stereo not drawn)

TbREL1 primary	Structure
2	O=C(O)c1ccc(NS(=O)(=O)c2cccc3cccnc23)cc1
5	COc1ccccc1NS(=O)(=O)c1ccc2nc(CCl)[nH]c2c1
0	C=CCn1c(SCC(=O)C(C)(C)C)nnc1-c1ccc(Cl)cc1
0	CC(C)(C)OC(=O)N1CCC[C@H]1c1nnc(SCc2ccc(Cl)cc2)o1
3	C=CC(=O)NC1CCCCN(CC)C1=O (stereo not drawn)
6	Cc1cccc(NC(=O)c2cc(NC(=O)CCCC(=O)O)ccc2Cl)n1
0	COc1ccccc1/C=C/C(=O)Nc1cccc(S(=O)(=O)N2CCOCC2)c1
-2	O=C(Oc1cccc2c(OC(=O)N3CCOCC3)cccc12)N1CCOCC1
2	O=C(NCC1CCCCC1)c1cccc([N+](=O)[O-])c1
2	O=C(Nc1nccs1)c1cccc(NC(=O)C(F)(F)F)c1

TbREL1 primary	Structure
-3	COC(=O)CC1C(=O)NCCN1C(=S)NC(=O)CCc1ccccc1 (stereo not drawn)
1	CCc1ccc(C2=NN(CCC(=O)NC(C)CCc3ccccc3)C(=O)CC2)cc1 (stereo not drawn)
3	COc1cc(C)ccc1OCCOc1ccccc1Cl
2	CC(C)CN(C(=O)COC(=O)c1ccc(Cl)c(N)c1)c1c(N)n(Cc2ccccc2)c(=O)[nH]c1=O
-7	COc1ccccc1N1CCN(Cc2ccc(O)c3ncccc23)CC1
-1	Cc1ccc(/C=N/NS(=O)(=O)c2ccccc2)o1
4	O=C(Nc1ccc(C(O)(C(F)(F)F)C(F)(F)F)cc1)c1ccc(Cl)cc1
-4	FC(F)(F)c1cccc(NC(=S)NCCc2ccccn2)c1
9	COc1ccc(CN2CCC(CNC(=O)Nc3ccc(Cl)cc3)CC2)cc1
4	Nn1c(SCC(=O)Nc2ccccc2)nnc1C1CCCCC1

TbREL1 primary	Structure
-2	Cc1noc(C)c1CSc1nc2sc3c(c2c(=O)n1C)CCCC3
-2	Brc1ccc(-c2csc(N3CCNCC3)n2)cc1
-3	O=C(COC(=O)C1CC(=O)N(C2CCCCC2)C1)c1ccc(F)cc1 (stereo not drawn)
2	CNC(=O)c1cc2cc(Cl)cc(OC)c2oc1=O
-1	O=C(NNC(=O)OCc1ccccc1)OCc1ccccc1
-2	Cc1ccc(S(=O)(=O)N(CC(=O)NCCC2=CCCCC2)Cc2ccccc2F)cc1
-1	CN1CCN(C2CN(Cc3cn(Cc4cccc(Cl)c4)nn3)S(=O)(=O)C2)CC1 (stereo not drawn)
-4	COc1cc2[nH]c(=S)n(CCN3CCCCC3C)c(=O)c2cc1OC (stereo not drawn)
-2	Cc1ccc(OCC(=O)NNC(=O)CCC(=O)Nc2ccc(C)cc2C)cc1
-2	CCCc1nnc(SCC(=O)Nc2nnc(CC)s2)n1CC1CCCO1 (stereo not drawn)

TbREL1 primary	Structure
8	O=C(CCCc1ccccc1)NCCS(=O)(=O)N1CCN(c2ccccc2F)CC1
2	CC(=O)C1=C(C)NC(SCC(=O)Nc2nc3ccccc3s2)=C(C#N)C1c1ccc(Cl)cc1 (stereo not drawn)
1	C=CCNC(=O)C(C)N1C(=O)c2ccccc2C1=O (stereo not drawn)
-2	O=C(CSc1nc2ccccc2c(=O)n1Cc1ccc(C(=O)NC2CC2)cc1)NCc1ccco1
-2	O=C(NC1CC1)C1=C[C@@H](c2c[nH]c3ccccc23)C[C@@H](OCc2ccc(CO)cc2)O1
-1	COC(C[C@H](O)CC(=O)[C@@H](C)OCc1ccccc1)OC
-3	COc1ccccc1NC(=S)N1CCC(NC(=O)C23CC4CC(CC(C4)C2)C3)CC1
-3	CN=C1NC(=O)/C(=C\c2cc(C)n(-c3ccccc3F)c2C)S1
0	CCC(Oc1ccccc1)C(=O)N(C)CC(=O)N(CC(C)C)c1c(N)n(CC(C)C)c(=O)[nH]c1=O (stereo not drawn)
-1	O=C(/C=C/c1ccccc1)N/C(=C/c1ccccc1)C(=O)Nc1ccccc1O

TbREL1 primary	Structure
0	CC(NCc1ccc(S(N)(=O)=O)cc1)C(=O)Nc1cccc(Cl)c1 (stereo not drawn)
-5	C/C(=N\NC(=O)Cc1cccn1C)c1ccc([N+](=O)[O-])cc1
-2	COc1ccc(OC)c(N(CC(=O)NCCSCc2ccc(C)cc2)S(C)(=O)=O)c1
6	CCC(CC)C(=O)Nc1ccc(C)cc1O
-4	S=C(NC12CC3CC(CC(C3)C1)C2)N1CCCC1
-1	O=C(CC1NC(=O)NC1=O)Nc1ccccc1 (stereo not drawn)
-1	CCN=C(NCC)SC1CC(=O)N(c2cccc(OC)c2)C1=O (stereo not drawn)
-1	CC(=O)Nc1ccc(S(=O)(=O)NC2(c3ccccc3)C(=O)N(C)C(=O)N(C)C2=O)cc1
-1	CCOC(=O)c1c(CC(C)C)csc1NC(=O)COC(=O)C1=NNC(=O)CC1
-2	COc1ccc(C2C3=C(CC(C)(C)CC3=O)Nc3nc(C)nn32)cc1OC (stereo not drawn)
-1	COc1ccc(CCNC(=O)C2CCN(c3nn4c(=O)cc(C)nc4s3)CC2)cc1OC
4	CS(=O)(=O)c1cccc(C(=O)Nc2ccc3c(c2)OCCCO3)c1

# Bioassay records (PubChem)
